High-throughput results from PubChem BioAssay.
USP1 inh – blocks the human USP1/UAF1 deubiquitinase complex; AID 743255; recombinant USP1/UAF1, Ub-Rhodamine cleavage fluorescence; actives 0.23% (n = 390,000); Potency, µM (doses to about 57.1 µM), for the others: top-dose activity change, negative = inhibition, most hits filed as inhibitors; note: % is set by controls: 0 for no effect and ±100 for the full control effect; nearly all actives have a fitted effect of over 60% in size; inactives centre near -12
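High-throughput fluorogenic screen: 1nM USP1/UAF1 complex, Ub-Rho substrate 150nM final, 50mM HEPES pH 7.8 with 0.5mM EDTA, 0.1 mg/ml BSA, 1mM TCEP and 0.01% Tween-20.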
Vif-APOBEC3G blk – blocks the Vif interaction with human APOBEC3G | Q9HC16 | HeLa A3G-eYFP + Vif (tagged APOBEC3G with the HIV-1 protein that degrades it), YFP fluorescence, overnight | Potency, µM (highest dose often 46.1 µM), for inactives: top-dose activity, negative = active, hits mostly inhibitors | actives 0.076% (n = 410,000);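 note: % is set by controls: 0 for no effect and ±100 for the full control effect; nearly all actives have a fitted effect of over 60% in size; hits raise eYFP signal because A3G escapes Vif-driven loss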
Target sequence (Q9HC16 whole entry, looked up): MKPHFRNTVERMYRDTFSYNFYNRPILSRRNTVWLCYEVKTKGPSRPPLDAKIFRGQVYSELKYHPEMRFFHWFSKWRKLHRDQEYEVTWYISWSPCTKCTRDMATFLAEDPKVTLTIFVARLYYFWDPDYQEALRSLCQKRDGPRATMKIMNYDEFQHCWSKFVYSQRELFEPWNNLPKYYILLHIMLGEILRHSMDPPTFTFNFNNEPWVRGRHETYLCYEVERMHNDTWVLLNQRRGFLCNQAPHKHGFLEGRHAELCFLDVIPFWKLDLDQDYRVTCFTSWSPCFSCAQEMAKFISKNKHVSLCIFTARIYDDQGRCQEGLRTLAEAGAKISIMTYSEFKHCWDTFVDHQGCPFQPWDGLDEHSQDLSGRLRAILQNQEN
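Read-out is eYFP fluorescence (Ex 488/Em 500-530) from Vif-expressing HeLa A3G-eYFP cells; more signal means A3G escaped Vif-mediated degradation. Cells plated overnight, compound pinned in, incubated overnight at 37 deg C.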
RGS4 inhibitor – human RGS4 inhibition | P49798 | Transcreener GDP fluorescence polarization, RGS4-accelerated GTP hydrolysis | Potency, µM (top dose mostly 114 µM), inactives show at the highest dose activity change, negative = inhibition, most hits filed as inhibitors | actives 0.039% (n = 390,000) | AID 504845; note: % is set by controls: 0 for no effect and ±100 for the full control effect; nearly all actives have a fitted effect of over 75% in size; some results filed as inactive show a strong effect at the top dose
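MLSMR compounds (23 nl, pin-transferred) preincubated 10 min at room temperature with a 500nM (2x) first reagent, then RGS4 at 900nM (2x) plus Transcreener GDP mix added; fluorescence polarization (620/688 nm) read before and after 90 min at 30 °C.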
RXFP1 ag – RXFP1 (human) receptor agonism. Q9HBX9. HEK293T-RXFP1 cAMP TR-FRET, 30 min; response scale: percent of porcine relaxin response, buffer zero. Potency, µM (series often up to 57.5 µM), without a hit: top-dose activation, hits mostly activators. actives 0.3% (n = 370,000); note: % is set by controls: 0 for no effect and ±100 for the full control effect; nearly all actives have a fitted effect of over 60% in size; many of its hits are not listed in these tables
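HEK293T cells stably expressing RXFP1 were pretreated with the PDE4 inhibitor Ro 20174, exposed to compounds for 30 min at 37C, lysed, and cAMP was read by TR-FRET. Data normalized to buffer (basal) and 29 nM porcine relaxin (100%).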
ALOX12 inh – ALOX12 (human) lipoxygenase inhibition; purified 12hLO, xylenol orange hydroperoxide absorbance; Potency, µM (highest dose often 108 µM), without a hit: at the top dose activity change, negative = inhibition, actives largely listed as inhibitors; actives 1.1% (n = 580,000); AID 1671190; note: % is set by controls: 0 for no effect and ±100 for the full control effect
Target sequence (P18054 whole entry, looked up): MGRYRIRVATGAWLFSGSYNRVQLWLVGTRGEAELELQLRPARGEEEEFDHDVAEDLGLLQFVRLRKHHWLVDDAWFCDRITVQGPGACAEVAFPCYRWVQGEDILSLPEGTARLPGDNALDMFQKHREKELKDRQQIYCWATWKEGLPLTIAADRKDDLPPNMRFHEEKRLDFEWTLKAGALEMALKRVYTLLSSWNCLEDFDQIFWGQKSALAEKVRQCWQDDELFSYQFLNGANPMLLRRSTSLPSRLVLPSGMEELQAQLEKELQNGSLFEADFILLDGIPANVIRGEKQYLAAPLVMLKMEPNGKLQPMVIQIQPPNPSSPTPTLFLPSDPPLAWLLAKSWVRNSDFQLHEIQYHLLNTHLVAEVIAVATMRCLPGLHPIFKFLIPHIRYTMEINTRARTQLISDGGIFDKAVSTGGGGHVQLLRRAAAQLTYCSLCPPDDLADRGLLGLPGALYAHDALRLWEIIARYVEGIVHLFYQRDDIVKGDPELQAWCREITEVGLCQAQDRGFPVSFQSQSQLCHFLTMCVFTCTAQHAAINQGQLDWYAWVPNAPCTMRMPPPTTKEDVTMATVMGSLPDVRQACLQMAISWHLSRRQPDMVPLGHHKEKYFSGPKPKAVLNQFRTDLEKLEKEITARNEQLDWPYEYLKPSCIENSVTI
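Purified human 12hLO at 150 nM in 25 mM Hepes, 0.01% Triton X-100, pH 7.0, preincubated 15 min at room temperature with compound. Reaction started with 40 uM arachidonic acid, 30 min at room temperature. Hydroperoxide measured by Fe-xylenol orange, 573/405 nm absorbance ratio.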
mIDH1 inhibitor – blocks human mutant IDH1 R132H enzyme | O75874 | actives 0.093% (n = 390,000) | Potency, µM (series often up to 76.6 µM), for inactives: at the highest dose activity change, negative = inhibition, actives largely listed as inhibitors | IDH1-R132H enzyme, NADPH consumption, diaphorase/resazurin fluorescence; note: % is set by controls: 0 for no effect and ±100 for the full control effect; nearly all actives have a fitted effect of over 65% in size
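IDH1-R132H (0.5 ug/mL dispensed) in pH 7.5 Tris buffer was preincubated 30 min with compound, then given a substrate mix of 0.016 mM NADPH and 2 mM alpha-KG for 80 min at room temperature; remaining NADPH was read by diaphorase/resazurin fluorescence.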
Vif-APOBEC3F blk – blocks the Vif interaction with APOBEC3F; HeLa A3F-eYFP + Vif (tagged APOBEC3F with the HIV-1 protein that degrades it), YFP fluorescence increase; Potency, µM (series often up to 46.1 µM), without a hit: at the top dose activity, negative = active; actives 0.2% (n = 390,000); AID 602313; note: % of control where 0% means no effect; nearly all actives have a fitted effect of over 65% in size
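HeLa cells stably expressing Vif plus C-terminally eYFP-tagged A3F were seeded, incubated overnight at 37 deg C, dosed with compound, incubated overnight again at 37 deg C. Yellow fluorescence (Ex 488/Em 500-530) reported blocked Vif-mediated A3F-eYFP degradation.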
TrxR1 inh – blocks rat thioredoxin reductase 1. AID 588453. recombinant rTrxR1, NADPH fluorescence consumption, selenite substrate. O89049. actives 1% (n = 390,000). Potency, µM (doses to about 114 µM), without a hit: top-dose activity change, negative = inhibition, hits mostly inhibitors; note: % is set by controls: 0 for no effect and ±100 for the full control effect; nearly all actives have a fitted effect of over 65% in size
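Rat TrxR1 (90 nM in the dispensed reagent) was pre-reduced with 400 uM NADPH for 5 min at room temperature, then incubated with compound for 15 min. After 400 uM selenite was added, NADPH fluorescence (Ex 340/Em 450 nm) was followed for 8 min.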
TrxR1 substrate – substrates of rat thioredoxin reductase 1; actives 0.01% (n = 390,000); purified TrxR1 substrate turnover, NADPH consumption readout; Potency, µM (highest dose often 114 µM), for the others: top-dose activity change, negative = substrate turnover; O89049; note: % is set by controls: 0 for no effect and ±100 for the full control effect; nearly all actives have a fitted effect of over 50% in size
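Rat TrxR1, dispensed at 90 nM, was prereduced with 400 uM NADPH (final) for 5 min at ~22 deg C, then incubated with compound 15 min before 400 uM selenite. A first-read NADPH fluorescence drop versus no-compound background flagged substrates.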
Starred values were filed as active, the others as inactive; i = inactive; ? = inconclusive; nt = not tested or not shown; & = joins results of further samples; [ ] = another dose, or the depositor's remark. Calls come from the whole dose curve; as a rule, active = well fitted curve in the direction sought with a large enough effect; inconclusive = small, poorly fitted or top-dose-only effect, or another doubt; inactive = no such curve, though single readings can be large; an effect the other way counts as inactive or inconclusive. Potency is the fitted concentration of half-maximal effect.

SMILES	USP1 inh	Vif-APOBEC3G blk	RGS4 inhibitor	RXFP1 ag	ALOX12 inh	mIDH1 inhibitor	Vif-APOBEC3F blk	TrxR1 inh	TrxR1 substrate
O=C(Nc1nc(-c2ccccc2)ns1)c1ccc(Cl)cc1	-21%	-1%	0%	20%	-12%	9%	2%	16%[57.1 µM]	-2%[57.1 µM]
CC(=O)Nc1ccc2sccc2c1	-12%	1%	-1%	0.1%	i	5%	-8%	21%[57.1 µM]	6%[57.1 µM]
CCN(CC)CCC(c1cc(OC)c(OC)c(OC)c1)c1c(OC)cc(OC)c2c(C)cc(=O)oc12 (stereo not drawn)	-22%	3%&2%	11%&11%	8.7%	4%	-7%	-3%	-1%&11%	-7%&2%
O=C(CN1CCN(CC(=O)Nc2ccc(OCc3ccccc3)cc2)CC1)Nc1ccc(F)cc1	-14%	-3%	-4%	nt	19%	1%	-7%	?	9%
CCOC(=O)COc1ccccc1/C=N/Nc1nnc2c3ccccc3n(C)c2n1	-26%	-7%	-2%	nt	7%	5%	-6%	0%[57.1 µM]	-5%[57.1 µM]
COc1ccc(N2C(=O)C3C(c4ccc(C(=O)O)cc4)NC(Cc4ccccc4)(C(=O)O)C3C2=O)c([N+](=O)[O-])c1 (stereo not drawn)	-16%	4%	-15%	0.9%	34%[activator]	-3%	0%	16%[57.1 µM]	0%[57.1 µM]
CSCc1c(C(=O)Nc2ccc3c(c2)OCO3)oc2ccccc12	-22%	0%	15%	0.5%	?	12%	-9%	-5%	-2%
CN(Cc1cccs1)CC(O)COCc1ccco1 (stereo not drawn)	-1%	-1%	22%	0.6%	?	-3%	2%	-12%	-3%
O=C(Nc1ccc(CN2CCCCC2)cc1)Nc1ccccc1Cl	-6%	2%	-11%	4.8%	-3%	-3%	-15%	6%	-3%
Cc1cc(=O)oc2cc(OCC(=O)NCCc3ccccc3)ccc12	-4%	-5%	12%	1.0%	?	14%	-22%	16%	12%
O=C(Oc1cccc(OC(=O)N2CCCCC2)c1)N1CCCCC1	-11%	1%	2%	0.6%	?	1%	1%	7%[11.4 µM]	2%[11.4 µM]
Cc1cccc(-c2nc(SCc3cc(=O)c4cccc(F)c4[nH]3)n[nH]2)c1	-11%	-3%	-29%	3.0%	?	?	4%	14%[57.1 µM]	1%[57.1 µM]
Cc1ccc(S(=O)(=O)NCCn2nc(C)nc2C)cc1	?	2%	5%	-1.0%	12%	-1%	1%	19%	2%
CN(C)CCNC(=O)c1scc2c1CCCC2	-5%	0%	18%	-0.7%	-13%	0%	-6%	11%	-3%
CCOC(=O)c1c(C)n(CC(O)CN(C)C)c2cc(Br)c(OC)cc12 (stereo not drawn)	-9%	1%	18%	2.6%	-14%	3%	9%	20%	-1%
COc1cc(S(=O)(=O)Nc2ccccc2C(=O)N2CCCCC2)ccc1NC(C)=O	-27%	0%	10%	2.0%	160%[activator]	-12%	-3%	17%	4%
Fc1ccccc1-c1n[nH]c(=S)n1Cc1ccccc1	-12%	-1%	-12%	6.1%	nt	2%	-7%	-5%	2%
CC(NC(=O)/C(C#N)=C/c1cn[nH]c1-c1ccccc1)c1ccccc1 (stereo not drawn)	-7%	1%	-1%	0.5%	30%[activator]	3%	5%	-8%	-7%
CC(Oc1ccccc1)c1ccnn1S(C)(=O)=O (stereo not drawn)	7%	-1%	1%	1.4%	1%	2%	nt	-1%	-4%
O=C(NNC(=O)c1ccccc1-n1cccc1)c1ccc(F)cc1	-5%	6%	-6%	-0.1%	13%	4%	-23%	4%	2%
Cc1ccccc1OCC(=O)NCC(C)NC(=O)COc1ccccc1C (stereo not drawn)	nt	1%	-22%	nt	nt	nt	nt	-33%	-17%
O=C(COc1ccc(Br)cc1)N(Cc1cccs1)C1CCS(=O)(=O)C1 (stereo not drawn)	-11%	0%	9%[56.9 µM]	1.4%	-28%	0%	-14%	-6%	-4%
O=C(C[C@@H]1C/C=C\C[C@H](NC(=O)OCC2c3ccccc3-c3ccccc32)C(=O)OC[C@H]2CCCN2C1=O)NCCO	-7%	-1%	18%	nt	nt	-7%	1%	16%	3%
CCC(=O)Nc1cccc(C2=NOC3(C2)C[C@@H](C(N)=O)N(C(=O)CC)C3)c1 (stereo partly drawn)	27%	0%	28%	1.3%	1%	-3%	1%	-5%	7%[57.1 µM]
O=c1oc(CCCO)cc2ccc(Br)cc12	-1%	-4%	6%	nt	-11%	6%	0%	5%	6%
Cc1nnc(-c2cnn(C)c2N)n1CCCN1CCOCC1	-10%	5%	1%	-1.0%	0%	0%	-1%	14%	-3%
Cc1cccc(NC(=O)CSc2nc3nc(C)cc(C)c3c(=O)[nH]2)c1	-3%	0%	-5%	-0.9%	3%	8%	-5%	-11%	2%
CC[C@@H]1C(c2cccc(Cl)c2)=NN(c2ccc(Br)cc2)[C@H]1C(=O)N1CCOC1=O	-5%	?	-2%	nt	nt	16%	-27%	132%[activator]	128%[activator]
Cc1cccc(N2CCN(C(=O)c3cc4c(=O)oc5ccccc5c4s3)CC2)c1C	-12%	1%	-25%	1.6%	-3%	1%	4%	11%	12%[2.29 µM]
O=C(COc1cccc2c1CCN(Cc1ccc(Br)cc1)C2=O)NCc1ccco1	-6%	-2%	-18%	-0.4%	-25%	-1%	-16%	-22%	-2%
CCn1c(C)nc2cc(S(=O)(=O)N3CCCC3)ccc21	-9%	4%	-1%[11.4 µM]	1.1%	0%	7%	5%	6%[57.1 µM]	8%[57.1 µM]
Cc1ccccc1C(=O)NNC(=O)CSc1nc(-c2ccccc2)cc(=O)[nH]1	-10%	-2%	-5%	-0.1%	0%	18%	1%	2%[57.1 µM]	0%[57.1 µM]
Cc1cccc(NC(=O)c2n[nH]c([N+](=O)[O-])c2Br)c1C	-18%	-3%	-32%	0.0%	?	20%	8%	4%	-3%
Cc1ccc(C(=O)NCC(=O)Nc2ccc(Cl)cc2)s1	-10%	0%	-19%	nt	?	-11%	2%	17%	7%[57.1 µM]
CN(NC(=O)/C=C/C(=O)O)c1ncc(C(F)(F)F)cc1Cl	-9%	-1%	2%	-1.3%	?	1%	-23%	-21%	1%
COc1ccc(C2(C(=O)NC3CCCCC3)CCOCC2)cc1OC	-15%	0%	-6%	0.0%	-8%	12%	-5%	16%	5%
CC(=Nc1ccccc1C)C1=C(O)CSC1=O	-24%	-5%	-15%	0.2%	-11%[57.4 µM]	5%	0%	-1%[2.29 µM]	2%[2.29 µM]
CN(C)CCNC(=O)c1cc2c(s1)-c1ccc(Cl)cc1SC2	1%	7%	23%	3.3%	?	8%	-6%	8%[2.29 µM]	2%[2.29 µM]
Cc1cc2c(cc1S(=O)(=O)N(C)c1ccccc1)n(C)c(=O)n2C	-18%	2%	-3%	3.0%	-37%	7%	5%	46%[2.29 µM]	3%
COC(=O)CN1C(=O)[C@@H]2[C@H](C1=O)[C@@H]1CC(C(=O)OC)=C[C@@H](C(=O)OC)C3C1=C(C(=O)C31CCCCC1)[C@@H]2C (stereo partly drawn)	nt	1%	14%	nt	nt	nt	nt	7%	-5%

In a second layout: results already given.
mol: Cc1ccc(S(=O)(=O)NCCn2nc(C)nc2C)cc1
  USP1 inh = ?	Vif-APOBEC3G blk = 2%	RGS4 inhibitor = 5%	RXFP1 ag = -1.0%	ALOX12 inh = 12%	mIDH1 inhibitor = -1%	Vif-APOBEC3F blk = 1%	TrxR1 inh = 19%	TrxR1 substrate = 2%
mol: Cc1nnc(-c2cnn(C)c2N)n1CCCN1CCOCC1
  USP1 inh = -10%	Vif-APOBEC3G blk = 5%	RGS4 inhibitor = 1%	RXFP1 ag = -1.0%	ALOX12 inh = 0%	mIDH1 inhibitor = 0%	Vif-APOBEC3F blk = -1%	TrxR1 inh = 14%	TrxR1 substrate = -3%

Next results.
SMILES	USP1 inh	Vif-APOBEC3G blk	RGS4 inhibitor	RXFP1 ag	ALOX12 inh	mIDH1 inhibitor	Vif-APOBEC3F blk	TrxR1 inh	TrxR1 substrate
Cc1noc(C)c1CSCC(=O)Nc1ccccc1N1CCCC1	-14%	-2%	-19%	nt	-19%	-11%	-14%	7%[57.1 µM]	1%[57.1 µM]
O=C(OCCN=C1NS(=O)(=O)c2ccccc21)c1cccc([N+](=O)[O-])c1	-18%	-5%	29%	3.9%	9%	-1%	0%	18%	5%
COc1ccc(OCc2nnc(NC(=O)Nc3ccc(F)cc3)s2)cc1	-17%	2%	-2%	-0.6%	-8%	-10%	-4%	32%	-1%
COC(=O)c1sc2cc([N+](=O)[O-])cc(SCC(C)C)c2c1N	-2%	10µM*	-3%	7.2%	-15%	-6%	10µM*	-6%	-6%
C=CCn1c(SCC(=O)Nc2sccc2C(N)=O)nc2sc(CC)cc2c1=O	-7%	?	?	1.5%	-17%	-2%	-1%	5%	-5%
COc1ccc(-c2nc3ccccn3c2C=O)cc1	-14%	0%	-22%	4.9%	22%	4%	-8%	-7%	-9%
CCN1C(=O)C(=O)N(CC(=O)N(C)CC(=O)Nc2ccccc2Cl)C1=O	-6%	-7%	25%	0.8%	-14%	2%	2%	3%	1%
CC(=O)COc1ccc2c(c1C)O/C(=C\c1ccco1)C2=O	-11%	3%	-26%	-2.1%	?	-1%	-9%	?	-4%

These rows are one share of the data. The share of hits here may be higher or lower than overall.
